Ins promoter up – MIN6 insulin promoter up-regulation; MIN6 insulin promoter-GFP reporter, high-content imaging; active compounds read high; z-score at 5 µM; hit rate 0.3% among 190,000; AID 1625;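 active = z-score above 3 at 5 µM with at least 500 cells counted in the well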
b-catenin transl – alters nuclear translocation of beta-catenin in HeLa cells | immunofluorescence imaging | nuclear translocation activity, % at 5 µM | hit rate 0.3% among 190,000;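 active = nuclear translocation activity above 50% at 5 µM, with a well cell count of 50 or more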;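 also: per-cell ratio of nuclear to cytoplasmic median beta-catenin stain intensity; plate controls were DMSO negative control for no effect and GSK-3 inhibitor IX positive control for full effect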
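assay system = human HeLa cells, endogenous beta-catenin | times = compound treatment 24 h, 37°C, 5% CO2 | detection = Anti-beta-catenin immunofluorescence on PFA-fixed, Triton-permeabilized cells, DAPI nuclei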
Dynein transport – dynein cargo transport inhibition; 3617.4 mouse cells, GR-EGFP nuclear translocation imaging; test concentration mostly 20 µM; stimulated with dexamethasone, 1 µM; active compounds read low; z-score, hits read low; hit rate 0.47% among 220,000; AID 1381;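 active = plate z-score of nuclear minus cytoplasmic receptor signal below a set negative limit, without overly bright fluorescence or cell loss, cut at about -3.5 in these data, passing the limit was not always enough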;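 also: z-score of nuclear minus cytoplasmic ring GR-EGFP intensity difference per well; some compounds called inactive have numbers as strong as hits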
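Buffer or medium: tet-free, stripped-serum medium; Also added: dexamethasone, 1.0 µM final; Technique: high-content fluorescence imaging after fixation; Times: 48 h induction, 1 h compound, 30 min dex at 37 °C; Read-out: per-cell GR-EGFP intensity, nucleus versus surrounding cytoplasmic ring, well-averaged.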
CSM14.1 death rescue – rescue of cells from ER stress-induced death, primary screen, 384-well, CSM14.1, thapsigargin, ATP luminescence (AID 1222). CSM14.1 thapsigargin-induced death rescue, ATP luminescence; higher % means a stronger effect. one-dose cellular ATP content (survival), % at 20 µM; EC50 in µM for titrated hits. 190,000 tested, under 10 active;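 active = EC50 below 50 µM in the dose-response confirmation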;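 also: death triggered by thapsigargin at about 15 µM added after 2 h compound pretreatment; cell ATP read after overnight thapsigargin exposure of roughly 18 to 22 hours; normalized against plate controls of thapsigargin alone and 5% DMSO vehicle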
Salmonella PhoP GFP – inhibitors of PhoP regulon expression, primary screen, Salmonella Typhimurium, GFP reporter (AID 1863) | S. Typhimurium PhoP-regulated promoter GFP reporter, 4 h; higher % means a stronger effect | inhibition, % at 50 µM; hits with a dose series show IC50 in µM | hit rate 0.16% among 300,000;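 active = inhibition over 29.93%, a cutoff 3 SD above the screen mean, later confirmed by dose response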;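 also: 0% = low Mg2+ inducing control and 100% = high Mg2+ repressing control; strong numbers were not always called active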
MT stabilize HCS – stabilizes microtubules in HeLa cells | HeLa tubulin immunostaining HCS, 24 h; share of cells brighter than vehicle mean+2SD | % tubulin-high responders, % at 10 µM | hit rate 0.83% among 200,000;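 active = plate Z-score above 3 for both tubulin-high and condensed-nucleus cell shares, with cell loss under 80%, at 10 µM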;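 also: anti alpha tubulin signal scored within the nucleus-defined area of each cell; some results filed as inactive read as strong as hits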
Lipid droplet – hepatic lipid droplet formation modulation | AML12 mouse hepatocytes, oleate lipid droplets, BODIPY imaging | inhibition, % at 6.5 µM | hit rate 0.4% among 240,000 | AID 1656;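 active = lipid droplet intensity inhibited by at least 50%, with more than 500 cells counted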
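material = mouse AML12 hepatocyte cell line, fixed after treatment | also added = 100 µM oleic acid challenge | doses = compound at 6.5 µM only | schedule = overnight exposure | technique = Image-based BODIPY and DAPI two-channel analysis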
T cell HTS – modulates CD8 T cell binding to vesicles; 2C CD8+ T cell-vesicle binding, flow cytometry; active compounds read low; calls only at 7 µM; hit rate 0.068% among 330,000; AID 2052;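 active = response, share of CD8 T cells binding vesicles, and their 90th percentile fluorescence all below set limits, cut at about 80% in these data, passing the limit was not always enough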
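incubation = binding step 1.5 h, 37 °C, antibody labelling 20 min, ice | test system = 2C mouse CD8+ T cells | read-out basis = percent CD8+ FL2 mean versus row control | controls = Peptide-free naked vesicles (low) and QL9 vesicles with 0.7% DMSO vehicle (high) | detection = flow cytometry of vesicle-bound cells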
Autophagy mod – autophagy modulation, high-content screen; MEF GFP-LC3 puncta imaging; test concentration mostly 10 µM; AID 463193; hit rate 0.98% among 190,000; calls only at 10 µM (by protocol);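 active = percentage of spot-positive cells more than 3 SD above its plate mean, without a fluorescence outlier flag or 80% toxicity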;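 also: spot-positive cell cutoff set from DMSO-treated cells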
Dynein transport cytoplasmic EGFP – also measured in Dynein transport; calls as there; z-score; measured here: cytoplasmic GR-EGFP intensity; active compounds read high
Dynein transport nuclear GR-EGFP – further read-out of Dynein transport, marked with its call; z-score; measured here: nuclear GR-EGFP intensity;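 lower value marks the stronger effect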
Dynein transport cell count – also measured in Dynein transport; calls as there; z-score; measured here: cell count per field
Ins promoter up cell count – second read-out of Ins promoter up, no call of its own (marks repeat the call); cell count; measured here: cytotoxicity, nuclei count;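 total cells summed across four imaged fields per well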
Lipid droplet cells 6.5 µM – second read-out of Lipid droplet, no call of its own (marks repeat the call); cell count; measured here: cell count, cytotoxicity flag;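 cells counted across two imaged fields per well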
b-catenin transl cell count 5 µM – recorded beside b-catenin transl, whose call it bears; cell count; measured here: cell count, cytotoxicity flag
T cell HTS vesicle-bound % – also measured in T cell HTS; calls as there; double positive events, %; measured here: CD8+ vesicle-bound cell fraction;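 binding gate set so that unloaded-vesicle control wells show 10% double positive cells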
MT stabilize HCS Hoechst-high % – further read-out of MT stabilize HCS, marked with its call; % Hoechst-high responders; measured here: nuclear condensation Hoechst responders;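 share of cells brighter than vehicle mean plus two SD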
MT stabilize HCS cytotoxicity % – further read-out of MT stabilize HCS, marked with its call; toxicity, %; measured here: cytotoxicity by cell density;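 0% = mean cell density of plate MIN control wells and 100% = no cells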
Autophagy mod cell loss 18 h – second read-out of Autophagy mod, no call of its own (marks repeat the call); toxicity, %; measured here: cell loss, nuclei count;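 cell loss after 18 h compound exposure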
Numbers without * were called inactive; i = inactive; x = no result given; + = active, no number.

SMILES | Ins promoter up | Ins promoter up cell count | b-catenin transl | b-catenin transl cell count 5 µM | Dynein transport | Dynein transport cytoplasmic EGFP | Dynein transport nuclear GR-EGFP | Dynein transport cell count | CSM14.1 death rescue | Salmonella PhoP GFP | MT stabilize HCS | MT stabilize HCS Hoechst-high % | MT stabilize HCS cytotoxicity % | Lipid droplet | Lipid droplet cells 6.5 µM | T cell HTS | T cell HTS vesicle-bound % | Autophagy mod | Autophagy mod cell loss 18 h
Cc1ccc(S(=O)(=O)N2CCC(C(=O)Nc3nnc(COc4ccccc4)s3)CC2)cc1 | 1.59 | 1109 | -7.5 | 1130 | 0.00327 | -0.18 | 0.0807 | -1.58 | 1.2% | 0.4% | 6.0 | 3.6 | 8.4 | x | x | x | x | i | -16.5
CN1CCC(=NNC(=O)c2cn(-c3ccccc3)nc2-c2ccccc2)CC1 | -0.48 | 1399 | 0.6 | 588 | -0.397 | -0.221 | -0.485 | -0.619 | -0.4% | 5.4% | 2.3 | 2.0 | 4.1 | -0.9 | 702 | i | 61.1 | i | 16.6
CCn1c(O)c(N=NC(=O)CNc2cccc(C)c2)c2ccccc21 | -0.25 | 1243 | -2.2 | 552 | -0.0311 | -0.223 | 0.00127 | 0.386 | 0.4% | -5.4% | 3.8 | 2.1 | 7.2 | -4.3 | 680 | i | 58.2 | i | 2.0
C#CCNC(=O)C1=C[C@H](c2cn(C(C)=O)c3ccccc23)C[C@H](OCc2ccc(CO)cc2)O1 | -0.98 | 1285 | -1.0 | 1176 | 3.18 | 0.16 | 2.55 | -2.24 | -2.9% | -5.4% | 4.1 | 1.5 | 3.9 | -31.3 | 688 | i | 25.9 | i | 7.0
CCN1CCCC1CNCc1cc(OC)c(OC)c(OC)c1 (stereo unspecified) | x | x | -0.1 | 1140 | -0.211 | -0.323 | 0.00754 | 0.657 | -3.4% | 2.0% | 1.6 | 1.9 | 3.2 | 5.1 | 746 | i | 38.8 | i | 3.4
O=C(CN1C(=O)COCC1=O)N1CCOCC1 | 0.67 | 1199 | x | x | -0.26 | -0.13 | 0.205 | -0.372 | -2.1% | 2.1% | 1.8 | 0.1 | 39.7 | 4.2 | 723 | i | 25.2 | i | -2.4
CCOC(=O)Cc1csc(NC(=O)CC)n1 | -0.24 | 1208 | 0.7 | 903 | 0.0098 | -0.0972 | 0.148 | 1.06 | 1.0% | 7.7% | 3.0 | 5.0 | 7.6 | x | x | i | 36.7 | i | 1.7
CCOC(=O)CSc1nnc(-c2c[nH]c3ccccc23)n1CC | 0.58 | 769 | x | x | -0.864 | -0.196 | -0.354 | 0.387 | -0.4% | 6.6% | 7.9 | 3.9 | 12.7 | x | x | i | 40.4 | i | -2.1
COCCN1CCN(c2cc(-c3ccccc3)nc3cc(-c4cccc(F)c4)nn23)CC1 | -1.87 | 570 | -0.1 | 1108 | -1.1 | -0.249 | -0.747 | 0.531 | -0.8% | -7.2% | 2.4 | 2.0 | 7.9 | 12.9 | 660 | i | 46.3 | i | -0.2
Clc1ccccc1Cn1nnc2c(N3CCCC3)ncnc21 | 1 | 1480 | -7.6 | 979 | -0.267 | 0.0535 | 0.0819 | 0.07 | -0.6% | -6.4% | 3.2 | 3.5 | 4.6 | x | x | i | 51.8 | i | -6.3
CC1=NNC(=O)C1CC(=O)N/N=C/C(Br)=C/c1ccccc1 (stereo unspecified) | -0.06 | 1042 | 1.5 | 1286 | 0.907 | -0.0951 | 0.954 | -2.36 | x | -3.4% | x | x | x | -1.4 | 742 | i | 41.9 | x | x
COc1ccccc1CNC(=O)c1oc2ccc(S(=O)(=O)N3CCCC3)cc2c1C | 0.49 | 821 | 0.7 | 1376 | 0.741 | -0.319 | 0.358 | 0.0475 | 1.0% | -10.6% | 4.8 | 3.9 | 8.5 | x | x | i | 52.1 | i | -10.4
Cn1c(SCC(=O)Nc2cccc(NC(=O)c3cccs3)c2)nnc1-c1ccncc1 | 0.38 | 1058 | -0.8 | 1173 | -0.75 | -0.21 | -0.124 | 0.41 | -0.4% | -0.1% | 6.7 | 3.7 | 6.8 | x | x | i | 22.1 | i | -14.2
COc1ccccc1/C=C/C=C1N=C(/C=C/c2ccc(Cl)cc2)OC/1=O | 0.08 | 1364 | -1.1 | 914 | -0.498 | 1.02 | -0.399 | 0.00871 | 0.5% | -2.3% | 4.6 | 2.9 | 3.4 | -43.2 | 669 | i | 48.9 | i | 7.6
COc1ccc(N(C(C)=O)S(=O)(=O)c2cccs2)cc1 | x | x | -4.8 | 586 | 1.04 | -0.177 | 0.231 | 0.856 | 17.7% | 2.9% | 2.9 | 1.7 | 5.3 | -10.5 | 722 | i | 19.9 | i | 16.4
COc1ccc(-c2ccc(C#N)c(OC)n2)cc1 | -1.15 | 1048 | 9.2 | 915 | -0.475 | -0.166 | -0.31 | -0.572 | -0.5% | 1.1% | 3.4 | 5.7 | 3.0 | 3.3 | 641 | i | 56.5 | i | 8.7
COc1ccccc1N1CCN(CCCC(=O)c2ccc(F)cc2)CC1 | -0.35 | 929 | -1.6 | 1133 | 0.366 | -0.346 | 0.145 | -0.0135 | 1.3% | 2.7% | 2.4 | 2.6 | 10.5 | x | x | i | 25.7 | i | 3.0
CCOC(=O)N1CCC(N2C(=O)c3ccccc3C2Nc2ccccc2C)CC1 (stereo unspecified) | 0.14 | 960 | -2.4 | 1166 | -0.748 | -0.263 | -0.219 | 0.484 | -2.4% | 0.9% | 4.9 | 1.4 | 2.4 | 7.8 | 636 | i | 41.9 | x | x
CC(C)N(C(=S)NCc1ccccc1)C(C)C | x | x | 0.5 | 1564 | 0.743 | -0.183 | 0.102 | -0.164 | 0.2% | 3.6% | 2.5 | 2.7 | 11.7 | 6.3 | 734 | i | 52.9 | i | -3.6
Cc1cc(C)n2c(SCC(=O)N3CCN(S(=O)(=O)c4ccc(Cl)cc4)CC3)nnc2n1 | -0.78 | 1055 | -0.2 | 727 | -1.11 | -0.335 | -0.548 | -0.271 | -1.4% | -7.5% | 2.0 | 1.9 | 10.3 | x | x | i | 39.4 | i | 2.1
CCOC(=O)C(Cc1c(F)cccc1Cl)c1ccno1 (stereo unspecified) | 0.49 | 1483 | -4.9 | 1066 | 2.65 | 0.306 | 1.43 | -1.04 | -1.7% | -5.1% | 3.9 | 1.3 | 9.2 | -1.1 | 640 | i | 3.4 | i | 18.4
COC(=O)C1=C(C)N(Cc2cccnc2)C(=O)C1 | x | x | -2.6 | 1242 | 1.54 | -0.184 | 0.968 | 0.0147 | -0.6% | -12.9% | 2.6 | 1.5 | 4.0 | -16.6 | 727 | i | 37.0 | i | -0.9
COc1ccc(Nc2ncnc3sc(-c4ccccc4)cc23)cc1OC | -0.38 | 1179 | 2.8 | 558 | -0.429 | -0.205 | -0.325 | 0.735 | 2.1% | -5.0% | 3.6 | 3.6 | 6.0 | -13.3 | 588 | i | 6.2 | i | -5.7
O=C(OCC(=O)c1cccs1)c1ccc(NC(=O)c2ccco2)cc1 | 0.91 | 1136 | 0.0 | 1063 | 1.35 | -0.0757 | 1.63 | -1.34 | 5.5% | -4.7% | 2.5 | 2.7 | 9.5 | 11.5 | 836 | i | 55.2 | i | -14.6
COc1cccc(C(=O)NC2CC3CCCC(C2)N3CC(=O)Nc2ccc(N(C)C)cc2)c1 (stereo unspecified) | -0.12 | 1495 | 0.3 | 1339 | -0.717 | -0.265 | -0.337 | 1.3 | 0.6% | 6.5% | 3.1 | 1.6 | 8.5 | x | x | i | 14.0 | i | 7.2
O=C(NC1CCCCC1)c1nn2c(C(F)(F)F)cc(-c3ccco3)nc2c1Br | -0.57 | 1420 | 0.2 | 1341 | 0.237 | -0.1 | 0.301 | -0.305 | -0.8% | -1.6% | 1.8 | 2.0 | 9.8 | x | x | i | 37.9 | + | 41.1*
CCc1ccc(NC(=O)Cc2ccc(-n3cccc3)cc2)cc1 | 0.09 | 1298 | -6.9 | 535 | 2 | 0.0737 | 0.548 | -1.38 | -5.1% | 4.9% | 3.0 | 2.4 | 1.4 | -26.7 | 625 | i | 19.1 | i | 14.2
CCOC(=O)Cc1csc(NC(=O)NC2(C(F)(F)F)Oc3ccccc3O2)n1 | x | x | x | x | -0.149 | -0.169 | -0.289 | 0.0505 | -1.0% | 0.0% | 1.2 | 1.9 | 7.5 | -6.0 | 799 | i | 14.7 | i | 16.2
N=c1c2c3c(sc2ncn1CCCN1CCOCC1)CCCCC3 | -0.18 | 1325 | -6.9 | 1216 | -0.561 | -0.102 | 0.0106 | 0.217 | 0.2% | 26.9% | 3.9 | 1.4 | 0.9 | 6.0 | 728 | i | 40.9 | i | 10.5
CN1CCN(CC(O)(c2ccc(Cl)cc2)c2ccc(Cl)cc2)CC1 | -1.92 | 1151 | -2.0 | 1070 | 0.78 | 0.0353 | 0.684 | 0.129 | -0.9% | 2.9% | 5.2 | 3.7 | 6.4 | x | x | i | 50.1 | + | 10.9*

Screening data: PubChem, several laboratories
